ANO1 block – inhibitors of mouse TMEM16A calcium-activated chloride channel; 310,000 tested, 1.2% active; AID 588511; normalized B-score (activity score, 25-100; higher = stronger inhibition) at 10 µM; HEK293 TMEM16A/YFP iodide influx fluorescence, ionomycin;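 active means ratio plate-corrected score three or more library SD toward inhibition, starting fluorescence score within five deviations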;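 further: score derived from kinetic fluorescence span divided by baseline fluorescence per well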
SKKanGAS inh – SKKanGAS growth inhibition; 300,000 tested, 1.3% active; inhibition, % at 7.5 µM; S. pyogenes SKKanGAS, kanamycin growth, BacTiter-Glo, 6 h; AID 1662;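 active means mean replicate score, as percent of positive control median, at least 50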;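 further: strain carries kanamycin resistance gene driven by streptokinase promoter and grows in 40 µg/ml kanamycin; loss of luminescence reflects streptokinase promoter inhibition or plain growth inhibition; 0% = median of DMSO wells and 100% = positive control at its reference dose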
TMEM16A act – activates or potentiates the mouse TMEM16A chloride channel; HEK293 TMEM16A/YFP-H148Q/I152L, iodide quench fluorescence; active compounds read low; Q8BHY3; B-score at 10 µM; AID 623877; 340,000 tested, 0.3% active;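 active means fluorescence-ratio B-score plate-corrected deviation score at least 3 library SD below zero, with starting fluorescence score within 5 deviations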;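 further: channel opened by trigger with iodide after compound preincubation; score built on the fluorescence ratio of max minus min over baseline; more negative score means more quench and so TMEM16A activation or potentiation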
RGS4 act – RGS4 potentiation or activation; HEK293 M3R/inducible RGS4, carbachol calcium flux Fluo4; active compounds read low; 310,000 tested, 0.92% active; B-score at 10 µM;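 active means B-score of the integrated calcium signal more than 4 SD below the library mean, with starting fluorescence not abnormally high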;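 further: negative B-score means reduced calcium response which marks RGS4 activation or potentiation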
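System: HEK293 FlpIn-TREx cells, stable M3R, doxycycline-inducible RGS4. Timing: overnight RGS4 induction, 30 min dye load 37 °C, 20 min compound RT. Also added: carbachol, ECmax concentration. Measured by: Fluo4 fluorescence kinetic imaging of calcium. Evaluation: integrated calcium ratio converted to B score.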
KCNK3 inh – human KCNK3 channel inhibition, primary screen | O14649 | CHO-KCNK3 thallium flux, FluxOR fluorescence; active compounds read low | B-score at 10 µM | 340,000 tested, 0.84% active | AID 602410;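 active means B-score under library mean minus 4 SD, starting fluorescence ratio at most library mean plus 5 SD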;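 further: more negative B-score means stronger inhibition of thallium flux through KCNK3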
Target sequence (O14649 whole entry, looked up): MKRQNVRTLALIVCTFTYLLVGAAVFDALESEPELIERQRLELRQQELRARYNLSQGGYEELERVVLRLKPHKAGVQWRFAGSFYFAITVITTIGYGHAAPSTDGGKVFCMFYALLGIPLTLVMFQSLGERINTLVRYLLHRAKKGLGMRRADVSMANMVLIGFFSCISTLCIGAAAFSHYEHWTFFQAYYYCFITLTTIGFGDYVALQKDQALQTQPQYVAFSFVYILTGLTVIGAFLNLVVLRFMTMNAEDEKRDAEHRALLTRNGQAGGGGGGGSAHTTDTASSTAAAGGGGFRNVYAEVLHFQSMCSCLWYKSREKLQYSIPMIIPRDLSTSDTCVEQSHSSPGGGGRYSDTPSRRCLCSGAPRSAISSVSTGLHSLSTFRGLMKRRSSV
RGS4 block – inhibitors of human RGS4. 310,000 tested, 0.45% active. B-score at 10 µM. AID 463165. HEK293 M3R/RGS4 inducible, Fluo-4 calcium flux; active compounds read high; triggered by carbachol at its EC20;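 active means B-score, a plate-corrected calcium signal, over three deviations above library mean, with baseline fluorescence within five deviations of library mean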;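 further: RGS4 expression induced by doxycycline in cells with stable M3 receptor; B-score is computed from the integrated fluorescence ratio over baseline after carbachol; higher B-score means a larger calcium signal and so more RGS4 inhibition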
Target sequence (P49798 whole entry, looked up): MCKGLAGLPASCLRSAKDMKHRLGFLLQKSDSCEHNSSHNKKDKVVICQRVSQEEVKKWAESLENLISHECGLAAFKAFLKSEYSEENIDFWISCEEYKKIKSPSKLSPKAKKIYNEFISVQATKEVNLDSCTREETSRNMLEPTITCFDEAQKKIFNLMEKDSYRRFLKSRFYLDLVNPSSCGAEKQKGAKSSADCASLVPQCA
KCNK9 inh – blocks the human KCNK9 two-pore domain potassium channel; Q9NPC2; HEK293 KCNK9, FluxOR thallium flux fluorescence; active compounds read low; B-score at 10 µM; 310,000 tested, 1.2% active; AID 488922;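 active means ratio B-score over 3 SD below the library mean, with starting fluorescence within 5 SD of its mean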;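 further: negative B-score means less thallium flux so channel inhibition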
Target sequence (Q9NPC2 whole entry, looked up, the tested form may be a part): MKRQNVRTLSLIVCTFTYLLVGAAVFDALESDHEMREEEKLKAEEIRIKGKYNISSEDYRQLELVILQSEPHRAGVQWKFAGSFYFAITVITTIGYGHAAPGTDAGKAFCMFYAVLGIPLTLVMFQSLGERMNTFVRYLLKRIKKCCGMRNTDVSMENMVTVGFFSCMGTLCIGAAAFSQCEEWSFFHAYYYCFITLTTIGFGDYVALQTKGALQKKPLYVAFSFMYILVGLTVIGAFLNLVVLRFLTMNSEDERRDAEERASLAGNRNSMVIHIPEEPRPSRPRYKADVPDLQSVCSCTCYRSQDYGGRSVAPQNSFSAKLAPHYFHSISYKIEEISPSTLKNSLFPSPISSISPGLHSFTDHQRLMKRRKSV
KCNQ1 block – human KCNQ1 channel inhibition; AID 2642; 310,000 tested, 1.3% active; B-score at 10 µM; CHO-K1 KCNQ1, FluxOR thallium flux fluorescence; active compounds read high;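 active means compounds whose thallium flux B-score, printed positive for inhibition, exceeds three library SD while starting fluorescence stays within three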;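 further: channel opened by potassium depolarization with thallium stimulus after 20 min compound exposure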
KCNQ1 act – human KCNQ1 channel potentiation or activation. B-score at 10 µM. 310,000 tested, 0.35% active. CHO-K1 KCNQ1, thallium flux FluxOR fluorescence; active compounds read high. P51787. AID 2648;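 active means fluorescence ratio B-score, a plate-corrected score, at least three library SD, with initial intensity B-score within 5 SD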
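System: Stable KCNQ1 CHO-K1 line | Incubation: 90 min dye loading and 20 min compound exposure, both at room temperature | Measure: Ratio B score | Medium: Assay buffer for compound exposure, DMSO matched across wells | Compound dosing: Single-concentration screen | Probe or stimulus: K+/Tl+ depolarizing stimulus | Measured by: Kinetic FluxOR fluorescence, 10 s baseline plus 110 s post-stimulus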
hERG protect – hERG (human) protection from proarrhythmic block | 310,000 tested, 0.51% active | Q12809 | CHO-hERG, FluxOR thallium flux, dofetilide IC70 present | activation (rescue from dofetilide block), less the hit threshold, % at 10 µM;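 active means activation above the mean of controls blocked by dofetilide plus 5 SD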;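 further: thallium influx through hERG after potassium depolarization seen as dye fluorescence rise; in these data hits start at about 4.7%; inactives centre near -7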
HDAC3 inh – blocks human histone deacetylase 3; O15379; recombinant HDAC3, fluorogenic peptide/trypsin coupled, fluorescence; inhibition, % at 8.3 µM; 320,000 tested, 0.15% active; in the data active means inhibition above about 26%, passing the limit was not always enough
Starred values were filed as active, the others as inactive; i = inactive; x = no result given.

SMILES	ANO1 block	SKKanGAS inh	TMEM16A act	RGS4 act	KCNK3 inh	RGS4 block	KCNK9 inh	KCNQ1 block	KCNQ1 act	hERG protect	HDAC3 inh
Clc1ccc(CN2CCCCCC2)cc1Cl	i	6	i	i	i	i	i	i	i	-8	-5
c1ccc(Nc2nc3ccccc3[nH]2)nc1	i	62*	i	i	i	i	i	i	i	-1	0
CCc1ccc(NC(=O)c2cnc3n(c2=O)CCS3)cc1	i	14	i	i	i	i	i	i	i	-4	-5
Cn1cccc1Cc1nnc(SCC(=O)Nc2ccc(F)cc2F)n1-c1ccc(F)cc1	i	-2	i	i	i	i	i	i	i	-5	1
Cc1cccc(C(=O)N[C@H](C(=O)Nc2nc(C)cs2)C(C)C)c1	i	6	i	i	i	i	i	i	i	-6	-2
C/C(Cn1nc([N+](=O)[O-])cc1C)=N\NC(=O)c1cccc(Br)c1	i	1	i	i	i	i	i	i	i	-6	-11
O=C(NCc1ccccc1)NC1(C(=O)N2CCN3CCCC3C2)CCCCC1 (stereo not given)	i	-4	i	i	i	i	i	i	i	-7	0
C/C(=N\NC(=O)c1cccnc1)c1nnn(-c2nonc2N)c1C	i	0	i	i	i	i	i	i	i	-19	-10
CN(C)c1ccc(/C=N/NC(=O)C(=O)/C=C2\NC3(CCCC3)Cc3ccccc32)cc1	i	10	i	i	i	i	i	i	i	-6	0
Cc1ccccc1C(=O)Nc1nnc(-c2cccnc2)o1	i	-3	i	i	i	i	i	i	i	-11	1
CC(=O)C1=C(C)NC(=O)NC1c1cccc([N+](=O)[O-])c1O (stereo not given)	i	12	i	i	i	i	i	i	i	-3	0
CCOC(=O)C1CCCN(C2=NC(=O)/C(=C/c3ccc(OC)cc3OC)S2)C1 (stereo not given)	i	13	i	i	i	i	i	i	i	-13	23
Cc1ccc(S(=O)(=O)N2CCOCC2)cc1C(=O)N1CCOCC1	i	-3	i	i	i	i	i	i	i	-10	7
CCc1ccc(C(=O)NCc2cnn(C)c2)s1	i	0	i	i	i	i	i	i	i	0	x
O=C(COc1ccccc1Cl)Nc1cccc(S(=O)(=O)NC2=NCCCCC2)c1	i	-1	i	i	i	i	i	i	i	-10	5
COc1ccc(C(=O)COC(=O)c2nn(C)c(=O)c3ccccc23)c(OC)c1	i	-1	i	i	i	i	i	i	i	-1	1
Cc1ccc(OCCNC(=O)c2ccc(C)cc2)cc1	i	-5	i	i	i	i	i	i	i	-7	-3
NC1=NC(=O)/C(=C/c2cccs2)S1	i	-2	i	i	i	i	i	i	i	-5	2
Cc1ccc(C(=O)Nc2ccc(S(=O)(=O)Nc3ncccn3)cc2)cc1[N+](=O)[O-]	i	-3	i	i	i	i	i	i	i	1	3
CCc1ccc(-c2cc(C)no2)cc1S(=O)(=O)N1CC(=O)Nc2ccccc21	i	5	i	i	i	i	i	i	i	-9	5
CCOC(=O)c1sc2nc3c(SCC(=O)O)cc(C(=O)c4cc(F)ccc4O)cn3c(=O)c2c1C	i	74*	i	i	i	i	i	i	i	-5	5
O=C(NCc1ccc2c(c1)OCO2)c1cc(-c2ccccn2)nc2ccccc12	i	-4	i	i	i	i	i	i	i	-9	2
Cc1ccccc1N=CC1=C(O)c2ccccc2C1=O	i	22	i	i	i	i	i	i	i	-13	1
NC(=S)N/N=C/c1ccc(-c2cc(Cl)c(Cl)cc2Cl)o1	i	17	i	i	i	i	i	i	i	-6	-6
COc1cccc(-c2cc(C(=O)NCc3ccc(Cl)cc3)no2)c1	i	9	i	i	i	i	i	i	i	-10	7
Carrying on:
SMILES	ANO1 block	SKKanGAS inh	TMEM16A act	RGS4 act	KCNK3 inh	RGS4 block	KCNK9 inh	KCNQ1 block	KCNQ1 act	hERG protect	HDAC3 inh
CC(C)NC(=S)N=Nc1c(O)[nH]c2ccc(C(C)C)cc12	i	9	i	i	i	i	i	i	i	-16	4
C/C(=N\OC(=O)NC(C)C)c1sc(-c2ccccc2)nc1C	i	-4	i	i	i	i	i	i	i	-8	4
CCOc1cc(C(=O)Nc2ccc3c(c2)OCO3)ccc1OCCOc1ccccc1Cl	i	0	i	i	i	i	i	i	i	0	2
CC(/C=N/n1c(-c2cccnc2)n[nH]c1=S)=C\c1ccco1	i	30	i	i	i	i	i	i	i	-4	10
CN1C(=O)N(C)C2C1N(C)S(=O)(=O)N2C (stereo not given)	i	-3	i	i	i	i	i	i	i	-5	-11
O=C(Nc1cccnc1N1CCOCC1)c1cc2ccccc2oc1=O	i	1	i	i	i	i	i	i	i	0	9
O=C(Nc1nnc(-c2ccc(Cl)cc2)o1)Nc1ccccc1F	i	-1	i	i	i	i	i	i	i	-10	-5
CCOc1ccccc1C(=O)NC1CC2CCCC(C1)N2Cc1ccc(C)cc1 (stereo not given)	i	-12	i	i	i	i	i	i	i	-9	2
COc1cccc(/C=N/NC(=S)NCCc2ccccc2)c1	i	-4	i	i	i	i	i	i	i	-8	8
CCOc1ccccc1C(=O)N/N=C/c1coc2ccc(Cl)cc2c1=O	i	x	i	i	i	i	i	i	i	-13	32*
Cc1cc(=O)n2nc(N3CCCC(C(=O)Nc4ccc(C)c(C)c4)C3)sc2n1 (stereo not given)	i	1	i	i	i	i	i	i	i	-8	-2
CC(OC(=O)CCCN=C1NS(=O)(=O)c2ccccc21)C(=O)c1ccccc1 (stereo not given)	i	-15	i	i	i	i	i	i	i	-14	-6
CCCCNC(=O)c1ccc(/C=C2\Oc3ccccc3N(C)C2=O)cc1	i	-2	i	i	i	i	i	i	i	-12	-7
CCc1ccc2nc(N(CCCN(C)C)C(=O)c3ccc4c(c3)OCCO4)sc2c1	i	5	i	i	i	i	i	i	i	-11	9
Cc1nn(S(=O)(=O)c2ccc(C(C)(C)C)cc2)c(C)c1S(=O)(=O)N1CCOCC1	i	-7	i	i	i	i	i	i	i	-3	0
O=C(NNc1ccc(O)cc1)c1ccc(Br)cc1	i	1	i	i	i	i	i	i	i	-4	2
Cc1ccc(NC(=O)CN2C(=O)S/C(=C\c3ccc(OCC(=O)O)c(Br)c3)C2=O)cc1	i	6	i	i	i	i	i	i	i	-1	4
CCN1CCN(c2ccc(S(=O)(=O)N3CCCCC3)cc2NC(=O)c2cccc(OC(F)F)c2)CC1	i	-7	i	i	i	i	i	i	i	-19	3
Cn1c(=O)[nH]c(=O)c2c1nc(Br)n2Cc1cccc(Br)c1	i	-4	i	i	i	i	i	i	i	-7	-5
N/C(CC(=O)NCCOc1ccccc1)=N\O	i	0	i	i	i	i	i	i	i	-2	1
Cc1cc(C(=O)N2CCCC(Nc3ccc(C(C)C)cc3)C2)nn1C (stereo not given)	i	1	i	i	i	i	i	i	i	-5	6
Cc1nc(CCNC(=O)C2CCC(=O)N(Cc3cccc(F)c3)C2)sc1C (stereo not given)	i	-5	i	i	i	i	i	i	i	-4	-2
Cc1ccc2ncnc(Oc3ncccc3[N+](=O)[O-])c2c1	i	0	i	i	i	i	i	i	i	-10	11
Cc1ccc(N2CC(C(=O)N3CCC(C(=O)Nc4cccc(Br)c4)CC3)CC2=O)cc1 (stereo not given)	i	9	i	i	i	i	i	i	i	-9	0
CCCCCCCCn1c(N2CCN(c3cccc(Cl)c3)CC2)nc2c1c(=O)[nH]c(=O)n2C	i	4	i	i	i	i	i	i	i	-10	0
(list continues)
SMILES	ANO1 block	SKKanGAS inh	TMEM16A act	RGS4 act	KCNK3 inh	RGS4 block	KCNK9 inh	KCNQ1 block	KCNQ1 act	hERG protect	HDAC3 inh
NC(=O)C1CCN(C(=O)CCSCc2ccc(Cl)c(Cl)c2)CC1	i	-6	i	i	i	i	i	i	i	-1	3
Cc1oc2ccc(NS(=O)(=O)c3cccc4cccnc34)cc2c1C(=O)OC(C)C	i	2	i	i	i	i	i	i	i	-5	7
C(=N\n1cnnc1)/c1ccc(OCc2ccccc2)cc1	i	-2	i	i	i	i	i	i	i	-10	4
Cc1ccccc1CC(=O)Nc1ccon1	i	0	i	i	i	i	i	i	i	-11	3
CCOc1ccc(C(=O)Nc2ccc(S(=O)(=O)N3CCN(C)CC3)cc2)cc1	i	-6	i	i	i	i	i	i	i	-3	1
O=C(Nc1cccc(Cl)c1)Nn1cnnc1	i	4	i	i	i	i	i	i	i	-3	x
O=C(CC(=O)N/N=C/c1ccc(F)cc1)N/N=C/c1ccc(F)cc1	i	-2	i	i	i	i	i	i	i	-15	-3
COc1ccc(CCN=C(NS(=O)(=O)c2ccc(Cl)cc2)c2ccccc2)cc1	i	0	x	i	x	i	i	i	i	-7	-4
COc1ccccc1C1C(C#N)=C(N)Oc2cc(C)n(Cc3ccccn3)c(=O)c21 (stereo not given)	i	3	i	i	i	i	i	i	i	-15	-2
CCN(CC(=O)Nc1ccc(NC(C)=O)cc1)CC(=O)Nc1ccc(Cl)c(Cl)c1	i	1	i	i	i	i	i	i	i	-5	6
CCOC(=O)CNC(=O)CNC(=O)c1nn(-c2ccc(OC)c(Cl)c2)c(=O)c2ccccc12	i	-20	i	i	i	i	i	i	i	-12	3
COc1ccc(CC(=O)Nc2cccc(-c3ccc4nncn4n3)c2)cc1OC	i	-17	i	i	i	i	i	i	i	-10	1
CCN(CC)C(=O)CNC(=S)N(CCCN1CCOCC1)Cc1cccs1	i	-7	i	i	i	i	i	i	i	-5	x
NC(=O)CN1CCN(c2nc(-c3ccc(F)cc3)cs2)CC1	i	-2	x	i	i	i	i	i	i	-7	-4
O=C1c2ccccc2-c2nnc(-c3ccc(F)cc3)cc21	i	-21	i	i	i	i	i	i	i	-6	1
O=S(=O)(c1ccccc1Cl)N1CCC(O)(c2cccnc2)CC1	i	-1	i	i	i	i	i	i	i	-5	-1
O=C(O)Cc1c(O)ccc2ccccc12	i	-3	i	i	i	i	i	i	i	-7	-9
CC1CC(C)(C)NC(=S)N1CCC(=O)N1CCc2ccccc21 (stereo not given)	i	-2	i	i	i	i	i	i	i	-7	-5
Cc1nc(C)c(C(=O)O)s1	i	0	i	i	i	i	i	i	i	-10	-3
Cc1ccc(CNC(=O)CSc2n[nH]c(N)n2)cc1	i	-4	i	i	i	i	i	i	i	-4	0
CCOC(=O)N1CCN(C(=O)c2cc3cc(OC)c(OC)cc3[nH]2)CC1	i	-4	i	i	i	i	i	i	i	-5	0
O=C(NC1CCCCCC1)c1ccc(CS(=O)(=O)Cc2ccc(F)cc2)o1	i	-1	i	i	i	i	i	i	i	-5	1

Compound activity as filed in PubChem.
